# Source: PubChem (National Center for Advancing Translational Sciences (NCATS))
# ALOX12 inh = ALOX12 (human) lipoxygenase inhibition; P18054; purified 12hLO, xylenol orange hydroperoxide absorbance; Potency, µM (titrated, usually from 108 µM), for the others: at the highest dose activity change, negative = inhibition, actives largely listed as inhibitors; 580,000 tested, 1.1% active; AID 1671190; also: % is scaled to controls: 0 for no effect and ±100 for the full control effect
# Target sequence (P18054 whole entry, looked up): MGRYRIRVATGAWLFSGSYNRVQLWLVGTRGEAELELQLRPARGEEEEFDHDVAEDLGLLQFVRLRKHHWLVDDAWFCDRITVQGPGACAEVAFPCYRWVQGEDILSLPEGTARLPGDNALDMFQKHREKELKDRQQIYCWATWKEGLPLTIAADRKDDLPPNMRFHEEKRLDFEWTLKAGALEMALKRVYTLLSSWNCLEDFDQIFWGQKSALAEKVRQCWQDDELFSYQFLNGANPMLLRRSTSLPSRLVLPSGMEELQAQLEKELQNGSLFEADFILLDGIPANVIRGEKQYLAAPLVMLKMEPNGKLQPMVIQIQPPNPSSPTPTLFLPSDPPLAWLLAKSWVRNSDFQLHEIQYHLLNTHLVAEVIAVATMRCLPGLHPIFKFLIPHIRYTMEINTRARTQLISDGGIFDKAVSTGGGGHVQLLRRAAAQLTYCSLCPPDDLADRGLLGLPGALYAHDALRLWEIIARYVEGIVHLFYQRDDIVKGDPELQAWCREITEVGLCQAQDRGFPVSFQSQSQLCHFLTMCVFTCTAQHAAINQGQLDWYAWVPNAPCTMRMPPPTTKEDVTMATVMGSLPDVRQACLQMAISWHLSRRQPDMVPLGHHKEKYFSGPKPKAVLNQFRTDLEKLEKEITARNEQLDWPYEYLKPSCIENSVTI
#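 Purified human 12hLO (150 nM final) in 25 mM Hepes, 0.01% Triton X-100, pH 7.0 was preincubated 15 min at room temperature with compound. Then 40 uM arachidonic acid was added, 30 min. Hydroperoxide was read by Fe-XO absorbance ratio 573/405 nm.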
# TrxR1 substrate = is turned over as a substrate by rat TrxR1. 390,000 tested, 0.01% active. purified TrxR1 substrate turnover, NADPH consumption readout. AID 588456. O89049. Potency, µM (series often up to 114 µM), without a hit: at the top dose activity change, negative = substrate turnover; also: % is scaled to controls: 0 for no effect and ±100 for the full control effect; nearly all actives have a fitted effect of over 50% in size
#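 Rat TrxR1, dispensed at 90 nM, was prereduced with 400 uM NADPH (final) for 5 min at ~22 deg C, then incubated with compound 15 min before 400 uM selenite. A first-read NADPH fluorescence drop versus no-compound background flagged substrates.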
# RXFP1 ag = agonists of human relaxin receptor RXFP1; Q9HBX9; HEK293T-RXFP1 cAMP TR-FRET, 30 min; response scale: percent of porcine relaxin response, buffer zero; Potency, µM (series often up to 57.5 µM), for the others: top-dose activation, actives largely listed as activators; 370,000 tested, 0.3% active; AID 2676; also: % is scaled to controls: 0 for no effect and ±100 for the full control effect; nearly all actives have a fitted effect of over 60% in size; many of its hits are not listed in these tables
#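 Agonist response is measured as cAMP accumulation in an RXFP1-transfected HEK293T line under PDE4 inhibition. Values are scaled between buffer-only and 29 nM porcine relaxin, and EC50s come from standard Hill equation fits.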
# USP1-UAF1 inh = inhibitors of human USP1/UAF1 deubiquitinase. recombinant USP1/UAF1, Ub-Rhodamine cleavage fluorescence. 390,000 tested, 0.23% active. AID 743255. Potency, µM (highest dose often 57.1 µM), for inactives: at the highest dose activity change, negative = inhibition, actives largely listed as inhibitors. O94782; also: % is scaled to controls: 0 for no effect and ±100 for the full control effect; nearly all actives have a fitted effect of over 60% in size; inactives centre near -12
#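 USP1/UAF1 complex at 1 nM was preincubated with compound for 15 min at room temperature, then Ub-Rho substrate (150nM final) was added. Fluorescence (480/540 nm) was read kinetically, 6 reads every 60 seconds.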
# Vif-A3G inh = blocks the Vif interaction with human APOBEC3G; HeLa A3G-eYFP + Vif (tagged APOBEC3G with the HIV-1 protein that degrades it), YFP fluorescence, overnight; AID 602310; Potency, µM (titrated, usually from 46.1 µM), without a hit: top-dose activity, negative = active, actives largely listed as inhibitors; Q9HC16; 410,000 tested, 0.076% active;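 also: % is scaled to controls: 0 for no effect and ±100 for the full control effect; nearly all actives have a fitted effect of over 60% in size; hits raise eYFP signal because A3G escapes Vif-driven loss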
# Target sequence (Q9HC16 whole entry, looked up): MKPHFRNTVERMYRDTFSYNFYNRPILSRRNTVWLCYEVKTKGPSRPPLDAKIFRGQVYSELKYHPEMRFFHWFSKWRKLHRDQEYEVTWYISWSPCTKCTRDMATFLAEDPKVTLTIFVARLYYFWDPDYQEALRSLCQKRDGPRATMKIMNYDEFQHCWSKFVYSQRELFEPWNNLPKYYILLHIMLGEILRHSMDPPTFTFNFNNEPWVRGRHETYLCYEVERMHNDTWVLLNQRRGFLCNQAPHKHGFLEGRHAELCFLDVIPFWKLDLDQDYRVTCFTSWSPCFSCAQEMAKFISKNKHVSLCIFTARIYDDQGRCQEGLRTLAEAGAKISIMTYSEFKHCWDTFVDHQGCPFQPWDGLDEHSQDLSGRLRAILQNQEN
#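 Read-out is eYFP fluorescence (Ex 488/Em 500-530) from Vif-expressing HeLa A3G-eYFP cells; more signal means A3G escaped Vif-mediated degradation. Cells plated overnight, compound pinned in, incubated overnight at 37 deg C.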
# Vif-A3F inh = inhibitors of Vif-A3F interaction. HeLa A3F-eYFP + Vif (tagged APOBEC3F with the HIV-1 protein that degrades it), YFP fluorescence increase. Potency, µM (titrated, usually from 46.1 µM), for the others: at the top dose activity, negative = active. 390,000 tested, 0.2% active. AID 602313; also: % of control where 0% means no effect; nearly all actives have a fitted effect of over 65% in size
#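 Fluorescence increase (Ex 488/Em 500-530) after overnight compound treatment at 37 deg C flags inhibition of Vif-driven A3F-eYFP loss in stable HeLa A3F-eYFP/Vif cells seeded overnight beforehand.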
# TrxR1 inh = blocks rat thioredoxin reductase 1; recombinant rTrxR1, NADPH fluorescence consumption, selenite substrate; 390,000 tested, 1% active; Potency, µM (highest dose often 114 µM), without a hit: at the top dose activity change, negative = inhibition, actives largely listed as inhibitors; O89049; also: % is scaled to controls: 0 for no effect and ±100 for the full control effect; nearly all actives have a fitted effect of over 65% in size
#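 Rat TrxR1 (90 nM in the dispensed reagent) was pre-reduced with 400 uM NADPH for 5 min at room temperature, then incubated with compound for 15 min. After 400 uM selenite was added, NADPH fluorescence (Ex 340/Em 450 nm) was followed for 8 min.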
# IDH1 R132H inh = blocks human mutant IDH1 R132H enzyme. O75874. IDH1-R132H enzyme, NADPH consumption, diaphorase/resazurin fluorescence. Potency, µM (titrated, usually from 76.6 µM), without a hit: at the highest dose activity change, negative = inhibition, usual class: inhibitors. 390,000 tested, 0.093% active; also: % is scaled to controls: 0 for no effect and ±100 for the full control effect; nearly all actives have a fitted effect of over 65% in size
#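 IDH1-R132H (0.5 ug/mL dispensed) in pH 7.5 Tris buffer was preincubated 30 min with compound, then given a substrate mix of 0.016 mM NADPH and 2 mM alpha-KG for 80 min at room temperature; remaining NADPH was read by diaphorase/resazurin fluorescence.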
# RGS4 inh = blocks human RGS4-accelerated GTP hydrolysis | P49798 | Transcreener GDP fluorescence polarization, RGS4-accelerated GTP hydrolysis | Potency, µM (highest dose often 114 µM), without a hit: at the highest dose activity change, negative = inhibition, actives largely listed as inhibitors | 390,000 tested, 0.039% active | AID 504845; also: % is scaled to controls: 0 for no effect and ±100 for the full control effect; nearly all actives have a fitted effect of over 75% in size; some results filed as inactive show a strong effect at the top dose
#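 MLSMR compounds (23 nl, pin-transferred) preincubated 10 min at room temperature with a 500nM (2x) first reagent, then RGS4 at 900nM (2x) plus Transcreener GDP mix added; fluorescence polarization (620/688 nm) read before and after 90 min at 30 °C.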
# Starred values were filed as active, the others as inactive; ? = inconclusive; · = not tested or not shown; & = joins results of further samples; [ ] = another dose, or the depositor's remark. Calls follow the shape of the dose curve; as a rule, active = well fitted curve in the direction sought with a large enough effect; inconclusive = small, poorly fitted or top-dose-only effect, or another doubt; inactive = no such curve, though single readings can be large; an effect the other way counts as inactive or inconclusive. Potency is read from the fitted curve at half-maximal effect. These rows are one share of the data; count on the stated rates, not on these rows.
SMILES,ALOX12 inh,TrxR1 substrate,RXFP1 ag,USP1-UAF1 inh,Vif-A3G inh,Vif-A3F inh,TrxR1 inh,IDH1 R132H inh,RGS4 inh
COC(=O)C1C(O)=C(C=Nc2ccc(N)cc2)C(=O)CC1(C)C (stereo not given),39.0%[activator],-8.5%,-3.9%,-5.1%,0.4%,-0.3%,-7.1%,13.2%,-8.0%
O=C(OCC(=O)N1CCOCC1)c1ccc(N2CCOCC2)c([N+](=O)[O-])c1,17.2%,2.8%[57.1 µM],-0.2%,-8.5%,1.1%,6.7%,7.6%[57.1 µM],10.0%,13.7%
CCOC(=O)c1[nH]c2ccc(OC)cc2c1NS(=O)(=O)c1ccc(Cl)s1,-10.5%,8.4%[57.1 µM],-0.3%,-19.4%,-0.2%,2.3%,5.3%[57.1 µM],11.4%,-7.9%
Cc1ccc(S(=O)(=O)N(C)C)cc1NC(=O)COC(=O)Cc1ccc(Br)cc1,?,3.3%[57.1 µM],0.8%,-0.2%,3.7%,1.3%,10.1%[57.1 µM],-3.9%,?
COC(=O)c1ccc(N2C(=O)CC(N3CCN(C(=O)c4ccco4)CC3)C2=O)cc1 (stereo not given),10.7%,4.1%,0.0%,-4.4%,2.3%,-3.7%,4.8%,5.9%,21.6%
N#C/C(=C(/O)C(Cl)c1ccccc1)c1nc2ccccc2s1 (stereo not given),0.0%,-17.5%,0.0%,-13.7%,?,2.4%,-25.3%,-1.7%,-13.4%
Cn1c(=O)[nH]c2c(nc(-c3ccc(Cl)cc3)n2C)c1=O,-6.4%,83.0%[activator],3.1%,-13.3%,-2.3%,-1.7%,-4.7%,7.9%,8.4%
CCN1C(=O)C(CC(=O)Nc2ccc(C)cc2C)Nc2cc(S(=O)(=O)N(C)C)ccc21 (stereo not given),37.9%,0.4%,0.5%,-23.9%,-3.1%,-2.4%,14.2%,3.1%,-5.5%
Cc1ccc(NS(=O)(=O)c2cccc(C(=O)NCCCN3CCOCC3)c2)cc1,-9.4%,-5.1%,-0.6%,-4.7%,0.0%,-2.9%,-7.6%,1.3%,24.8%
Cc1ccc(CNc2ncnc3c2cnn3-c2ccc(Cl)cc2)cc1,?,-0.8%[57.1 µM],-0.8%,?,-1.2%,5.8%,12.0%[57.1 µM],-11.0%,12.3%
O=C(/C=C/c1ccccc1)NCCOc1ccccc1,-15.2%,-7.3%,1.4%,-4.2%,-1.3%,-0.2%,-4.6%,-2.1%,8.3%
CC1CCCN(c2ccc(C(=O)NCCc3ccccc3)cn2)C1 (stereo not given),12.1%,7.1%,0.4%,0.9%,-4.2%,0.9%,20.5%,6.4%,-22.1%
COc1ccc(OC)c(CNC(=O)CN2C(=O)CCn3nc(-c4cn(C)c5ccccc45)cc32)c1,?,-1.7%[57.1 µM],-0.6%,-11.5%,-3.9%,-2.0%,15.3%[57.1 µM],-15.4%,-27.7%
COc1ccc(OC)c(C=Cc2ccc([N+](=O)[O-])cc2)c1,-3.5%,·,·,-12.7%,-17.1%,?,·,2.6%,·
O=C(CN(C(=O)CCC(=O)Nc1ccccn1)c1ccccc1F)NCc1ccc2c(c1)OCO2,3.8%,-0.5%[57.1 µM],0.0%,-15.7%,4.5%,4.0%,-4.1%[57.1 µM],1.3%,12.5%
CCN1CCN(C(CNS(=O)(=O)c2ccc(OC)c(C)c2)c2cccnc2)CC1 (stereo not given),287.1%[activator],-0.3%,2.2%,-22.2%,-0.4%,-19.8%,-0.5%,12.5%,-4.5%
O=C(OCCOc1ccccc1)c1cccc(S(=O)(=O)N2CCOCC2)c1,11.4%,-3.5%,1.1%,-17.8%,-0.6%,-3.4%,11.2%,2.4%,-20.0%
Cc1ccc(S(=O)(=O)NCC2CCC(C(=O)NCCc3ccc(Cl)cc3)CC2)cc1 (stereo not given),-9.3%,0.6%[57.1 µM],0.3%,7.1%,8.6%,1.8%,23.9%[57.1 µM],-16.3%,-12.3%
S=c1[nH]nc(Cc2noc3ccccc23)n1-c1ccc(Cl)cc1,?,6.0%[57.1 µM],0.1%,-7.5%,1.1%,2.7%,-9.3%[57.1 µM],24.4%,-28.2%
OC(CNCCc1ccc(Cl)cc1)COc1ccc2ccccc2c1 (stereo not given),-17.6%,4.0%[57.1 µM],1.7%,-4.5%,-4.1%,0.2%,11.5%[57.1 µM],1.4%,-14.8%

# Shown with values under each structure: entries from further up.
# Second line of a record: ALOX12 inh, TrxR1 substrate, RXFP1 ag, USP1-UAF1 inh, Vif-A3G inh, Vif-A3F inh, TrxR1 inh, IDH1 R132H inh, RGS4 inh
O=C(CN(C(=O)CCC(=O)Nc1ccccn1)c1ccccc1F)NCc1ccc2c(c1)OCO2
  3.8%, -0.5%[57.1 µM], 0.0%, -15.7%, 4.5%, 4.0%, -4.1%[57.1 µM], 1.3%, 12.5%
CC1CCCN(c2ccc(C(=O)NCCc3ccccc3)cn2)C1 (stereo not given)
  12.1%, 7.1%, 0.4%, 0.9%, -4.2%, 0.9%, 20.5%, 6.4%, -22.1%

# Later entries
SMILES,ALOX12 inh,TrxR1 substrate,RXFP1 ag,USP1-UAF1 inh,Vif-A3G inh,Vif-A3F inh,TrxR1 inh,IDH1 R132H inh,RGS4 inh
CC1CCCC/C1=N\NS(=O)(=O)c1ccc(Br)cc1 (stereo not given),?,1.6%,-2.3%,-16.7%,-0.6%,-20.1%,-4.3%,1.6%,-7.7%
CC(NC(=O)COC(=O)CSc1ccc(F)cc1)c1ccc(F)cc1 (stereo not given),6.9%,-5.2%,2.4%,-1.8%,-0.3%,-1.7%,-1.0%,4.3%,4.7%
CCOc1ccc(NC(=O)c2cnn(-c3ccccc3)c2-n2cccc2)cc1,-7.1%,-1.5%,-0.3%,18.7%,1.8%,1.2%,5.7%,0.0%,0.1%
COC(=O)Cn1c(=NC(=O)CCS(=O)(=O)c2ccccc2)sc2c(OC)ccc(OC)c21,1.1%,-1.6%,?,-21.4%,-0.1%,-0.7%,28.2µM*,-2.9%,-24.9%
COc1ccc(C(=O)CSc2nc3cc(C(=O)NC4CCCC4)ccc3c(=O)n2CC2CCCO2)cc1 (stereo not given),-7.9%,2.6%[57.1 µM],-0.6%,-16.3%,2.7%,4.9%,10.3%[57.1 µM],0.0%,-1.2%
CN1CCN(c2cc(-c3ccccc3)nc3cc(-c4ccc(F)cc4)nn23)CC1,?,121.9%[activator],5.4%,-27.1%,-1.8%,-4.9%,61.0%[activator],2.5%,1.5%
CC(C)(C)n1nnnc1C(c1cccs1)N(Cc1cccnc1)CC1CCCO1 (stereo not given),12.6%,10.3%[57.1 µM],2.7%,-14.7%,2.9%,5.3%,5.7%[57.1 µM],4.4%,-6.6%
O=C(/C=C/c1c(F)cccc1Cl)NCc1ccc2c(c1)OCO2,0.0%,4.9%,7.6%,-24.9%,-7.5%,15.8%,25.8%,-10.0%,-5.0%
CCN(C(=O)COC(=O)CCC(=O)c1cccs1)c1ccccc1,-2.0%,-2.5%,·,-4.3%,5.1%,6.2%,1.6%,6.4%,11.4%
OCC1(Cc2ccccc2)CCCN(Cc2c[nH]c3ccccc23)C1 (stereo not given),-2.7%,0.1%,1.0%,-21.1%,9.9%,-2.5%,4.9%,3.7%,2.3%

# Single entries from the results shown:
# COC(=O)Cn1c(=NC(=O)CCS(=O)(=O)c2ccccc2)sc2c(OC)ccc(OC)c21 in RGS4 inh: -24.9%
# O=C(/C=C/c1c(F)cccc1Cl)NCc1ccc2c(c1)OCO2 in IDH1 R132H inh: -10.0%
# CC(C)(C)n1nnnc1C(c1cccs1)N(Cc1cccnc1)CC1CCCO1 (stereo not given) in IDH1 R132H inh: 4.4%
# CCOc1ccc(NC(=O)c2cnn(-c3ccccc3)c2-n2cccc2)cc1 in USP1-UAF1 inh: 18.7%

# Following part:
SMILES,ALOX12 inh,TrxR1 substrate,RXFP1 ag,USP1-UAF1 inh,Vif-A3G inh,Vif-A3F inh,TrxR1 inh,IDH1 R132H inh,RGS4 inh
CCN(CC)c1cc(C)c(C#N)c2nc3ccccc3n12,-18.6%,21.9%[57.1 µM],9.3%,-0.2%,-2.4%,-2.9%,2.7%[57.1 µM],0.1%,0.3%
N#Cc1ccccc1NC(=O)C(=O)NCC(c1ccc2c(c1)OCO2)N1CCOCC1 (stereo not given),-19.5%,3.3%[57.1 µM],-0.3%,-11.1%,-0.2%,0.3%,19.7%[57.1 µM],2.3%,-15.3%
COc1ccc2sc(-c3ccc(SC)cc3)c(C#CCO)c2c1,?,36.5%[activator][57.1 µM],·,-22.1%,1.8%,-19.2%,-8.7%[57.1 µM],13.1%,-24.5%
COc1ccccc1OC(C)C(=O)Nc1cccc(-c2nc3ccccc3o2)c1 (stereo not given),6.4%&-20.0%,9.8%,-1.3%,?,?,?,45.6%[activator],-3.8%,-5.3%
Cc1ccc(C(=O)NN2C(=O)CSC2=S)cc1,-22.1%,-5.7%,1.4%,-4.9%,-4.3%,9.3%,-10.8%,3.0%,-34.1%
COc1ccc(-c2noc(CCC(=O)Nc3cc(Cl)c(OC)cc3OC)n2)cc1,164.9%[activator],-12.3%,-0.8%,-15.9%,-9.4%,0.8%,18.8%[57.1 µM],2.7%,-0.3%
